Assay outcomes as filed in PubChem BioAssay.
LRH-1 inv ag – NR5A2 inverse agonism in reporter assay. O00482. HEK293T StAR-luciferase reporter, LRH-1 transfected, 24 h. inhibition, % at 3.6 µM. 360,000 compounds, 0.13% hits;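 active means inhibition above the mean inhibition of all tested compounds plus 3 SD, cut at about 73% in these data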;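 further: 0% = DMSO wells and 100% = reporter-only cells lacking LRH-1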
Target sequence (O00482 whole entry, looked up): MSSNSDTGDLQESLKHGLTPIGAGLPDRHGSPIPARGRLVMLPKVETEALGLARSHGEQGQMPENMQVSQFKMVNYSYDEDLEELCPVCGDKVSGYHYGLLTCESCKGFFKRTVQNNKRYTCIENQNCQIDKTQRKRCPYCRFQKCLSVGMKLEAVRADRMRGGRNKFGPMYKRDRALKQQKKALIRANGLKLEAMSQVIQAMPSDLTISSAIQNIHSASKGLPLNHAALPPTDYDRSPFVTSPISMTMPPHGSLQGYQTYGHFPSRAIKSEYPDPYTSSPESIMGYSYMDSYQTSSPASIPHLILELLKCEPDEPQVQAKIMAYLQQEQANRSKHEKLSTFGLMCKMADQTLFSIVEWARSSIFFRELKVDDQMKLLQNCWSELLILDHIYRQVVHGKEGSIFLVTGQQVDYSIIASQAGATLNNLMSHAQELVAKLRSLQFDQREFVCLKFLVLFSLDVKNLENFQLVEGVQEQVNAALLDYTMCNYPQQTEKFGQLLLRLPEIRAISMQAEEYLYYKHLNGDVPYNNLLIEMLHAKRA
SRC1 inh – human NCOA1 inhibition; HEK293 GAL4-SRC1 luciferase reporter, luminescence; Q15788; AID 588354; inhibition, % at 3.6 µM; 360,000 compounds, 0.12% hits;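 active means inhibition above the campaign mean plus 3 SD, with each screening campaign given its own cutoff, cut at about 60% in these data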;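 further: 0% = DMSO treated cells and 100% = gossypol at 36 µM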
ABHD5 PLIN5 PPI – inhibitors of human ABHD5-perilipin-5 interaction | Q00G26+Q8WTS1 | Split G. princeps luciferase complementation, luminescence, 4 h | inhibition, % at 4 µM | 360,000 compounds, 0.78% hits | AID 602281;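 active means inhibition above the mean inhibition across every tested compound plus 3 SD, cut at about 22% in these data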;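 further: 0% = DMSO only wells and the 100% control is not disclosed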
TWEAK Fn14 block – TWEAK-Fn14 signaling inhibition. TWEAK-stimulated Fn14 reporter cells, luciferase luminescence, 8 h. inhibition, % at 10 µM. 360,000 compounds, 2% hits; in the data active means inhibition above about 50%
COUP-TFII inh – blocks human COUP-TFII nuclear receptor | P24468 | HEK293T NGFI-A luciferase reporter, luminescence | inhibition, % at 8.6 µM | 370,000 compounds, 0.7% hits | AID 686940;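 active means inhibition above a per-plate cutoff, mean inhibition of test wells between control levels plus 3 SD, cut at about 38% in these data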;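 further: cells cotransfected with COUP-TFII expression vector driving the NGFI-A reporter; 0% = median of COUP-TF2 test wells and 100% = reporter-only cells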
Target sequence (P24468 whole entry, looked up): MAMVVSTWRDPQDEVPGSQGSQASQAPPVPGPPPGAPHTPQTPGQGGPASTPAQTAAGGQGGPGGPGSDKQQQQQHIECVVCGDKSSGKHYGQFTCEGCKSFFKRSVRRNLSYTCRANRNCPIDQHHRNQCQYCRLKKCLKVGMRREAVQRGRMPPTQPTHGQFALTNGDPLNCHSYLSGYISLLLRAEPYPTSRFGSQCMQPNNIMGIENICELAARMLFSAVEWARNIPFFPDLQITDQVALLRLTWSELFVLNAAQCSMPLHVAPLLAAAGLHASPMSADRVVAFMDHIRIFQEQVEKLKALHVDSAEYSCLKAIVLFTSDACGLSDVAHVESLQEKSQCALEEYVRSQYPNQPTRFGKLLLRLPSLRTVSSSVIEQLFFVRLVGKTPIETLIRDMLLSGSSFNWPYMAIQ
NCOA2 inhibitor – human SRC2 (NCOA2) inhibition; Q15596; HEK293 GAL4-SRC2 luciferase reporter, luminescence; inhibition, % at 9 µM; 370,000 compounds, 0.17% hits;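 active means inhibition above the mean inhibition of all tested compounds plus 3 SD, set per campaign, cut at about 52% in these data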;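 further: 0% = DMSO treated cells and 100% = cells given Gossypol at 36 µM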
SRC3 inh – human NCOA3 inhibition. AID 588352. Q9Y6Q9. 360,000 compounds, 0.17% hits. HEK293 GAL4-SRC3 luciferase reporter, luminescence. inhibition, % at 3.6 µM;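 active means inhibition above a per-campaign cutoff, the mean of all compounds plus 3 SD, cut at about 60% in these data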;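 further: 0% = DMSO-treated cells and 100% = gossypol-treated cells at 36 µM; higher means less SRC3-driven luciferase light from the GAL4 reporter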
TLR9-MyD88 inh – inhibitors of human TLR9-MyD88 binding. CHO BLA complementation TLR9-MyD88, CCF4 FRET ratio. inhibition, % at 4.98 µM. 340,000 compounds, 0.21% hits. AID 504734;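 active means inhibition above the mean over all tested compounds plus 3 SD, cut at about 21% in these data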;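 further: 0% = DMSO only wells and 100% = clavulanate BLA inhibitor control wells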
NOD2-RIPK2 inh – blocks binding of human NOD2 to RIPK2; O43353; CHO BLA complementation NOD2-RIPK2, CCF4 ratio; inhibition, % at 4.98 µM; 360,000 compounds, 0.38% hits; in the data active means inhibition above about 21%;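 further: 0% = vehicle only and 100% = reference blocker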
TROY signal inh – TROY signaling inhibition | Q293 LMP1-TROYcd NF-kB luciferase reporter, 4 h | inhibition, % at 10 µM | 360,000 compounds, 0.98% hits | AID 1347056;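 active means compounds whose plate-normalised and pattern-corrected inhibition of the luciferase reporter signal at the single screening dose is 50% or more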
Exocytosis inh – lytic granule exocytosis inhibition; TALL-104 LAMP-1 surface exposure, flow cytometry; cells stimulated with thapsigargin and PMA; inhibition, % at 10 µM; 360,000 compounds, 0.66% hits; AID 651702;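 active means inhibition above about 55%, limit read from the data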
Active calls of the source: *; . = no result given. The list is partial; the hit share may differ from the screen's.

SMILES | LRH-1 inv ag | SRC1 inh | ABHD5 PLIN5 PPI | TWEAK Fn14 block | COUP-TFII inh | NCOA2 inhibitor | SRC3 inh | TLR9-MyD88 inh | NOD2-RIPK2 inh | TROY signal inh | Exocytosis inh
Cc1noc(C(=O)NCc2cccnc2)c1Cl | -9 | -1 | -6 | -31 | -6 | -3 | -12 | 0 | 13 | 4 | -1
Cc1ccccc1N(Cc1nnc2n1CCCCC2)C(=O)Nc1ccccc1 | -5 | 1 | 13 | -2 | 0 | 4 | -3 | -11 | 8 | 4 | -1
COc1ccc(NC(=O)c2cn(-c3ccccc3)nc2-c2cc3ccccc3o2)cc1 | 16 | -2 | -1 | 12 | -8 | -20 | -8 | -3 | -5 | -32 | -4
O=c1[nH]c2ccccc2n1CCCN1CCCCC1 | -2 | -2 | -8 | -3 | -6 | -27 | 10 | -9 | -5 | 16 | -2
COc1cccc(Nc2nc(Nc3ccc(Cl)c(C(=O)O)c3)nc(C)c2[N+](=O)[O-])c1 | 13 | 7 | -1 | -11 | -15 | 28 | -7 | 2 | -6 | 10 | 3
COc1cccc(C2(c3cccc(OC)c3)CC2C(=O)Nc2ccc(F)cc2)c1 (stereo not given) | -10 | -9 | -7 | 5 | 1 | 18 | 26 | -2 | 10 | 20 | -1
Cc1cccc(OCCC(=O)OCC(=O)Nc2c(C)nn(-c3ccccc3)c2C)c1 | -26 | -18 | 5 | 4 | -8 | -16 | 6 | -10 | -6 | -4 | -6
CCc1cccc(NC(=O)CN(c2ccc(C)cc2)S(=O)(=O)c2c(C)noc2C)c1 | 3 | 5 | -4 | 8 | 14 | -8 | 4 | 0 | -4 | 18 | -1
CC(=O)Nc1ccc(NC(=O)C(C)OC(=O)c2ccc(N(C)C)cc2)cc1 (stereo not given) | 12 | -8 | -3 | -6 | 17 | -7 | -22 | 1 | -5 | 15 | -8
NC(=O)c1ccc(NC(=O)COC(=O)C23CC4CC(CC(C4)C2)C3)cc1 | -1 | -8 | 1 | -2 | 9 | 4 | 11 | 0 | -4 | 0 | -25
CCOC(=O)N1CCC(N(CCN(C)C)C(=S)Nc2cc(Cl)ccc2C)CC1 | 8 | -18 | -5 | 14 | 11 | 11 | -3 | 4 | -22 | -10 | 3
COC(CNC(=O)c1ccc2nc(-c3cccs3)c(-c3cccs3)nc2c1)OC | 7 | 8 | -5 | -1 | 3 | 1 | 8 | -12 | 2 | -2 | -4
O=C(c1ccco1)N(Cc1ccc([N+](=O)[O-])cc1)c1ccc(Cl)cc1 | 9 | -1 | 2 | -16 | 15 | -12 | -14 | 3 | 3 | -9 | -3
CC(C)CN(C(=O)c1ccc(C(F)(F)F)cc1)c1c(N)n(CC(C)C)c(=O)[nH]c1=O | 8 | 4 | 1 | 58 | 2 | -11 | 2 | 7 | -13 | 21 | -5
O=C1c2ccccc2S(=O)(=O)c2cc(C(=O)N3CCC(O)CC3)ccc21 | -5 | -18 | -1 | -18 | -2 | -6 | 10 | -14 | 3 | -6 | -2
Cc1nc(C(=O)N2CCC(C)(C(=O)NS(=O)(=O)C3CC3)C2)c(C)o1 (stereo not given) | 2 | -5 | -1 | -15 | -10 | 3 | -6 | . | -19 | 10 | -1
Cc1cc(=O)n(Cc2ccccc2)c2ccccc12 | -9 | 2 | 7 | -36 | 3 | -24 | -18 | 1 | -2 | -7 | -5
CCOC(=O)C(C(=O)Nc1ccc(C)cc1)C1CCCCC1 (stereo not given) | 12 | 16 | 5 | 21 | -3 | -21 | 3 | -8 | -11 | 2 | 6
CCOC(=O)N1CCN(Cc2cc(=O)oc3ccc4ccccc4c23)CC1 | -6 | -3 | -3 | 6 | 20 | 5 | 10 | -4 | 8 | 4 | -2
O=C(COc1ccc(F)cc1)Nc1cc(Cl)ccc1-n1cncn1 | -1 | -36 | 7 | -18 | -37 | -37 | -3 | 5 | -3 | -19 | -1
CCC(C)CN1C(=O)CSCC1(C)C(=O)Nc1ccc2c(c1)OCCO2 (stereo not given) | -6 | . | -13 | . | -4 | -7 | . | . | -19 | . | -8
CCOc1ccccc1OCCCOc1ccc(C)cc1Cl | 13 | -12 | -9 | -23 | -19 | -2 | -9 | -8 | 10 | -26 | -1
O=C(c1ccc2c(=O)n(Cc3ccc(Cl)cc3)c(=S)[nH]c2c1)N1CCCC1 | 14 | 3 | 5 | -25 | -5 | -18 | 25 | 10 | -3 | 2 | -2
Cc1ccc(/C=N/NC(=O)c2ccncc2)o1 | -7 | 0 | -3 | 10 | 1 | 6 | -1 | -12 | -5 | -7 | 0
CCCCN1C(=O)NC(c2ccc(OC)cc2)C(C(=O)OCc2ccccc2)=C1C (stereo not given) | -2 | -6 | -4 | -5 | 4 | 9 | -2 | -1 | -4 | -4 | 31

Next records.
SMILES | LRH-1 inv ag | SRC1 inh | ABHD5 PLIN5 PPI | TWEAK Fn14 block | COUP-TFII inh | NCOA2 inhibitor | SRC3 inh | TLR9-MyD88 inh | NOD2-RIPK2 inh | TROY signal inh | Exocytosis inh
CCN1CCN(c2ccc(NC(=O)COc3ccc([N+](=O)[O-])cc3)cc2)CC1 | 4 | -32 | -3 | 13 | 2 | 8 | 23 | 0 | 21* | 14 | 0
CC(=O)SCC(=O)N=c1sc2cc(F)ccc2n1C | -21 | -10 | -27 | 14 | 0 | -7 | -5 | -9 | -6 | -12 | 5
O=S(=O)(c1cccc(Cl)c1)N1CCCC1 | -15 | -20 | 5 | -3 | . | . | -2 | 0 | -12 | -6 | -1
CCC(C)(C)n1nnnc1C(c1ccc(C)cc1)N1CCN(C(=O)c2ccco2)CC1 (stereo not given) | 35 | 7 | 14 | -11 | 12 | 23 | 14 | -8 | 6 | -3 | -2
FC(F)Oc1ccc(N=C2SCC3CCCCN23)cc1 (stereo not given) | -156 | -63 | -2 | -35 | -7 | -26 | -113 | -3 | -5 | 5 | 4
COc1ccc(-c2nc3c(s2)CCc2onc(-c4ccc(OC)cc4)c2-3)cc1 | 12 | -3 | -2 | 2 | -7 | 0 | -6 | -5 | 9 | -5 | -1
CCOc1ccc(NC(=O)CCSc2ccc(C)cc2)cc1 | -3 | 4 | -5 | 8 | 8 | -10 | 19 | 1 | -13 | 3 | 0
O=C(Nc1ccccc1)c1cc(S(=O)(=O)N2CCOCC2)cs1 | 12 | -2 | -1 | 13 | 1 | 21 | 8 | 2 | -8 | 0 | 16
CC1(c2ccc(Cl)cc2Cl)OCC(Cn2ccnc2)O1 (stereo not given) | 10 | 9 | 9 | -3 | 0 | 14 | 4 | 1 | 0 | -4 | -1
CSc1nc(N)nc2c1ncn2CC(=O)NCCCN1CCCC1=O | -5 | 10 | 0 | 7 | -13 | 22 | -4 | -9 | 2 | 2 | 4
C=CCNC(=O)/C(=C\c1ccco1)NC(=O)c1ccco1 | 2 | -24 | -6 | 17 | -4 | -4 | -3 | 1 | -2 | -13 | 1
Nc1ccc(S(=O)(=O)NCC2CCCCO2)cc1 (stereo not given) | 11 | -11 | 1 | 8 | -4 | -10 | 7 | 7 | 0 | 6 | 45
Cc1ccc(CNC(=O)COC(=O)c2ccc(S(=O)(=O)N(C)C)cc2)cc1 | -14 | 2 | 0 | 13 | 13 | -1 | -4 | -1 | -9 | 3 | 4
COc1ccc(-c2c(-c3cc(OC)cc(OC)c3)n(C)c3ccc(-c4ccc(OC)c(F)c4)cc23)cc1 | 15 | 4 | 5 | -34 | -10 | 8 | -1 | -4 | -1 | 0 | -3
O=C(c1cn(-c2ccccc2)nc1-c1ccc(Cl)s1)N1CCOCC1 | -9 | 9 | 7 | 5 | 16 | -16 | 26 | 1 | 6 | -16 | 2
CC1(Cc2cccc(C(F)(F)F)c2)C(=O)Nc2c(Cl)ccc(Cl)c21 (stereo not given) | -3 | 2 | -9 | 2 | -12 | -22 | 18 | . | 4 | 6 | 14
CN1CCN(C(=O)c2cc3cc(Cl)ccc3[nH]2)CC1 | -9 | -22 | 3 | -3 | 1 | -7 | -24 | 10 | -2 | 4 | 4
CC(C)C(=O)Nc1sc2c(c1C(N)=O)CCN(Cc1ccccc1)C2 | 23 | 21 | 3 | -2 | -14 | -28 | -2 | 10 | -6 | -9 | 4
O=C(c1cccnc1)c1cccnc1 | -5 | -5 | -5 | 38 | 14 | 15 | 15 | 0 | -6 | 11 | -6
CC(C)(C)C(=O)/C=C/Nc1ccccc1O | 13 | 10 | -1 | -2 | 0 | -7 | 9 | 11 | 5 | -2 | 0
Nc1nc(CSc2nnnn2-c2ccc(F)c(Cl)c2)nc(N2CCOCC2)n1 | 4 | -21 | 5 | 22 | -7 | -3 | 3 | 7 | -16 | 16 | -1
Cc1cc(C)c2c(n1)sc1c(-c3ccccc3)c(C#N)c(N)nc12 | 13 | -4 | -1 | -63 | -10 | 10 | -5 | 2 | -1 | -6 | -8
CC(C)n1nnnc1-c1ccc(Cl)cc1 | 31 | -233 | -2 | 5 | -22 | 19 | 0 | -9 | -6 | -14 | 2
COc1cc(S(=O)(=O)N2CCOCC2)ccc1NC(=O)COc1ccc(N(C)S(=O)(=O)c2ccc(C)cc2)cc1 | -5 | -9 | 2 | 16 | 8 | 0 | 6 | -8 | 3 | 0 | -10
CCOc1cc2c(cc1C=O)OC(C)C2 (stereo not given) | 11 | -3 | 0 | -6 | -2 | 17 | 8 | 1 | 6 | 6 | -3

Carrying on.
SMILES | LRH-1 inv ag | SRC1 inh | ABHD5 PLIN5 PPI | TWEAK Fn14 block | COUP-TFII inh | NCOA2 inhibitor | SRC3 inh | TLR9-MyD88 inh | NOD2-RIPK2 inh | TROY signal inh | Exocytosis inh
COc1cccc(CNC(=O)CCCC(=O)NC(C)CCc2ccccc2)c1 (stereo not given) | -6 | 3 | 1 | -2 | -8 | 10 | 5 | -8 | 0 | 13 | 9
CC1CCN(S(=O)(=O)c2cccc(C(=O)N(C)C3(C)CCS(=O)(=O)C3)c2)CC1 (stereo not given) | -20 | 2 | -2 | 0 | -10 | -11 | -16 | 6 | -5 | -3 | -10
Cc1ccc2cccc(Oc3cnccn3)c2n1 | 10 | -4 | 2 | 10 | 9 | 14 | 6 | 11 | 1 | -4 | 1
O=C1C=C(c2cccc3c2sc2ccccc23)C[C@@H](c2ccc(Cl)cc2)C1 | 7 | -1 | 5 | -16 | -5 | 9 | 5 | 3 | -10 | 6 | 21
COc1ccccc1N1CCN(S(=O)(=O)CCNC(=O)C2CCCC2)CC1 | -18 | -4 | 8 | 0 | 1 | -29 | 2 | 1 | 3 | -5 | -4
CCOc1ccc(Cc2nnc(SCC(=O)Nc3c(C)cccc3C)[nH]c2=O)cc1 | -7 | 17 | -13 | 6 | -3 | 4 | 22 | 0 | -1 | -24 | -3
CC1CCN(C(=O)c2ccc(NC(=O)C3CCCO3)cc2)CC1 (stereo not given) | -3 | 0 | 5 | 10 | -20 | -6 | 10 | 3 | -6 | -19 | 0
Cc1nc2ccccc2nc1NS(=O)(=O)c1ccc(N)cc1 | 22 | 8 | 2 | -5 | -1 | -24 | 7 | -5 | 1 | -3 | 10
COc1cc(OC)nc(NC(=O)CCl)n1 | 4 | -1 | -5 | -1 | 6 | -11 | -2 | -4 | 0 | 2 | 1
COC(=O)c1c(NC(=O)CC2SC(N)=NC2=O)sc2c1CCCC2 (stereo not given) | 20 | 4 | 3 | -3 | 7 | -9 | 19 | -2 | 6 | 2 | 0
